EBNA-1 inh: blocks EBNA-1 binding to DNA. EBNA-1 DNA binding, fluorescence polarization. AID 1950. 0.34% of 300,000 active. inhibition, % at 14.8 µM; in the data active = inhibition above about 28%
GSTO1 inh: counter-screen for RBBP9 inhibitors: inhibitors of human GSTO1; AID 1974; P78417; inhibition, % at 5.96 µM; recombinant GSTO1, activity-based probe fluorescence polarization; 1.1% of 300,000 active;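 active = inhibition above the campaign mean inhibition plus 3 SD, cut at about 35% in these data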;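 note: 0% = GSTO1-1 with DMSO and 100% = wells lacking GSTO1-1 enzyme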
ZTA counter: counter-screen for EBNA-1 inhibitors: inhibitors of Epstein-Barr virus ZTA. P03206. ZTA-DNA binding, fluorescence polarization. inhibition, % at 11 µM. 0.15% of 320,000 active; in the data active = inhibition above about 33%
PREPL inhibitor: inhibitors of human prolyl oligopeptidase-like enzyme PREPL; Q4J6C6; recombinant PREPL, fluorescence polarization activity-based probe; inhibition, % at 5.96 µM; 0.68% of 320,000 active; AID 2751; in the data active = inhibition above about 43%;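 note: 0% = enzyme with DMSO and 100% = wells lacking enzyme; many of its hits are not listed in these tables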
Target sequence (Q4J6C6 whole entry, looked up): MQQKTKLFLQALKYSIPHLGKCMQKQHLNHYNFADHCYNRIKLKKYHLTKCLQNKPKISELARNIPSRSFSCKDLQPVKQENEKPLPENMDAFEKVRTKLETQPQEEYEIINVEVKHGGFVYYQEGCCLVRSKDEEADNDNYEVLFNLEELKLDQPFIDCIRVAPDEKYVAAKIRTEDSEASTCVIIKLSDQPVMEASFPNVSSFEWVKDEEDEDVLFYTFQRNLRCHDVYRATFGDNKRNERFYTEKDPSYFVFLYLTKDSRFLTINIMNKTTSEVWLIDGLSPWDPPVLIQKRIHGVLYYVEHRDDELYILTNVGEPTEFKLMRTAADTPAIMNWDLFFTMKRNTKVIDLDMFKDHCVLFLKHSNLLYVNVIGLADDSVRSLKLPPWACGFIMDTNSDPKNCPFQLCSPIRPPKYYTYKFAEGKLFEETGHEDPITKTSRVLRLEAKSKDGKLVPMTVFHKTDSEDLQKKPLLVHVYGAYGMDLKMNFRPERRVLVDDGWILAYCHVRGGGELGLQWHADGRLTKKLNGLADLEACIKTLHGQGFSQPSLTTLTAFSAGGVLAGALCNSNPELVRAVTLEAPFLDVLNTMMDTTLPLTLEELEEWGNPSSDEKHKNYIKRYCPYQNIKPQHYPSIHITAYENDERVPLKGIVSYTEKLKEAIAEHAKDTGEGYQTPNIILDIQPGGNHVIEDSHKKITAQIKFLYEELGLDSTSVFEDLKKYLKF
LYPLA1 counter: blocks human lysophospholipase 1, a PME1 counter-screen. AID 2174. recombinant LYPLA1, FP-Rh probe fluorescence polarization. O75608. 0.16% of 320,000 active. inhibition, % at 5.9 µM;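 active = inhibition above the mean of all tested compounds plus 3 SD, set per campaign, cut at about 14% in these data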;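 note: inhibitors block serine hydrolase probe labeling of LYPLA1 so polarization falls; 0% = enzyme with DMSO and 100% = wells lacking LYPLA1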
PAFAH2 FP inh: PAFAH2 (human) inhibition. 0.99% of 340,000 active. recombinant PAFAH2, FP-rhodamine activity probe, fluorescence polarization. inhibition, % at 3.39 µM. Q99487;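 active = inhibition above the mean over all tested compounds plus 3 SD, cut at about 30% in these data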;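 note: inhibitors block probe labeling of enzyme so polarization drops; 0% = enzyme with DMSO and 100% = wells lacking PAFAH2 protein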
PAFAH1B3 inh: PAFAH1B3 (human) inhibition. inhibition, % at 3.39 µM. Q15102. 0.28% of 340,000 active. recombinant PAFAH1B3, FP-rhodamine probe, fluorescence polarization;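 active = inhibition above the screen-wide average of all tested compounds plus 3 SD, cut at about 25% in these data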;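 note: 0% = enzyme with DMSO only and 100% = wells lacking PAFAH1B3 protein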
Target sequence (Q15102 whole entry, looked up): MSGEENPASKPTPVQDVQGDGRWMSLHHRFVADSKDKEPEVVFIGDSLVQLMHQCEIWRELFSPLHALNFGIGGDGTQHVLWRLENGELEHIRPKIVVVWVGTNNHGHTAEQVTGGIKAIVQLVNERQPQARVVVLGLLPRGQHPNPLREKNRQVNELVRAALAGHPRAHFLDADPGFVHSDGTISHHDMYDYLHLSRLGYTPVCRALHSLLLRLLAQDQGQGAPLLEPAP
LYPLA2 inh: LYPLA2 (human) inhibition in PME1 counter-screen; inhibition, % at 5.9 µM; 0.38% of 320,000 active; recombinant LYPLA2, FP-Rh probe fluorescence polarization; O95372;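 active = inhibition above the screen-wide mean plus 3 SD, limit set per campaign, cut at about 26% in these data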;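 note: 0% = LYPLA2 with DMSO and 100% = wells lacking LYPLA2 enzyme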
PAD4 inh: blocks human protein arginine deiminase 4; Q9UM07; recombinant PAD4, RCA probe fluorescence polarization; inhibition, % at 6.36 µM; 0.41% of 330,000 active; AID 485272;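 active = percent inhibition above a cutoff equal to the mean of all tested compounds plus 3 SD, cut at about 15% in these data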;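 note: 0% = PAD4 with RCA probe and DMSO and 100% = probe without PAD4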
* marks the source's active call; other numbers are inactive results; . = not tested or not shown.

SMILES | EBNA-1 inh | GSTO1 inh | ZTA counter | PREPL inhibitor | LYPLA1 counter | PAFAH2 FP inh | PAFAH1B3 inh | LYPLA2 inh | PAD4 inh
Cn1cc(C(=O)c2ccccc2)cc1-c1nc2ccccc2n1C | -10 | 1 | -8 | 11 | -2 | 8 | 3 | -3 | -5
O=C(COC(=O)c1c2c(nc3ccccc13)CCCC2)Nc1ccc2c(c1)OCO2 | 3 | 7 | 11 | 9 | -5 | 9 | 1 | -1 | -6
CCCN(Cc1nnc(-c2ccccc2Cl)o1)C(=O)c1cc(S(=O)(=O)N2CCOCC2)ccc1F | 0 | 5 | 3 | 26 | 0 | 3 | 5 | -1 | 4
COc1ccccc1NC(=O)COC(=O)c1ccc([N+](=O)[O-])s1 | 3 | 34 | -4 | 20 | 4 | 38* | 26* | 8 | -4
CCOC(=O)CSc1nc(C)[nH]c1[N+](=O)[O-] | 2 | 7 | -18 | 9 | 1 | 1 | 8 | -2 | 0
O=C(C1CCCN1S(=O)(=O)c1cccc2cccnc12)N1CCN(c2ccccc2)CC1 (stereo unspecified) | 10 | 2 | 18 | 11 | -2 | 8 | -2 | -5 | 0
O=C1c2cc(S(=O)(=O)NCCCO)ccc2-c2ccc(S(=O)(=O)NCCCO)cc21 | 10 | -2 | 4 | 6 | -1 | 5 | -1 | 7 | 3
COc1cccc(/C(C)=N/NS(=O)(=O)c2ccc(Cl)cc2)c1 | 9 | -6 | -3 | 2 | 1 | 5 | 2 | 1 | -1
O=C(Nc1nnc(CCc2ccccc2)s1)c1ccccc1 | -5 | -2 | -11 | -6 | -1 | -10 | -2 | -1 | 1
CCN(CC(=O)N1CCN(C)CC1)S(=O)(=O)c1ccc(Cl)cc1 | 2 | -2 | -20 | 7 | 2 | 3 | 3 | 4 | 1
CC(NC(=O)C(C(=O)c1cccc([N+](=O)[O-])c1)n1cc(Cl)ccc1=O)c1ccccc1 (stereo unspecified) | 2 | 8 | 20 | 4 | -5 | 8 | 3 | -7 | 3
COc1ccc(CNC(=O)COC(=O)CC2CC3CCC2C3)cc1OC (stereo unspecified) | 8 | 8 | 2 | 1 | 0 | -2 | 14 | 9 | -2
Cc1nn2c(=O)c(NC(=O)c3ccc(Cl)cc3)cnc2s1 | 8 | 7 | -15 | 5 | 1 | 1 | 3 | 2 | 1
CN(CC(=O)Nc1cccc2c1CCCC2)S(=O)(=O)c1ccc(Cl)cc1 | 5 | 3 | 6 | 3 | -2 | 4 | -10 | 6 | 4
O=C(CSc1nc(=O)n2ccccc2n1)N1CCCc2ccccc21 | 8 | 3 | -5 | -7 | -2 | 1 | 11 | -3 | 5
Cc1cc(Br)c(NC(=O)COn2nnc3ccc(S(C)(=O)=O)cc32)c(Br)c1 | 6 | -2 | -2 | 4 | 3 | -3 | 8 | 5 | -4
NC(=O)c1ccc[n+](CC(=O)OCCC23CC4CC(CC(C4)C2)C3)c1 | 5 | 8 | 1 | -22 | -4 | 0 | 0 | -1 | -1
Cc1cc(C)cc(NC(=O)CSc2nccn2Cc2ccco2)c1 | 4 | -3 | -8 | -3 | -3 | 6 | 3 | 4 | -6
C/C(=N/NC(=O)CNC(=O)C1COc2ccccc2O1)c1cccc(O)c1 (stereo unspecified) | 2 | 2 | -8 | -6 | 2 | 0 | 4 | 6 | 1
Cc1cn(C2C=CC(CO)O2)c(=O)[nH]c1=O (stereo unspecified) | 3 | 2 | -6 | 9 | 2 | -6 | 10 | 1 | 2
CC(=O)N1CCN(S(=O)(=O)c2cccc(C(=O)Nc3ccc(C)cn3)c2)CC1 | -7 | -8 | 4 | -8 | -3 | -8 | 3 | 1 | -5
COc1cc(C2C(Oc3ccccc3C)C(=O)N2Cc2ccc(F)cc2)cc(OC)c1OC (stereo unspecified) | 1 | 4 | -3 | 0 | 3 | -4 | 6 | -1 | -3
Cc1ccc(CONC(=O)/N=C/N(C)C)cc1 | 0 | 4 | 1 | -2 | 3 | 3 | 5 | 7 | 0
CC(=O)N1N=C(c2ccncc2)OC12CCCCCC2 | -8 | -1 | -17 | 11 | -1 | -2 | -1 | 5 | 2
COc1cccc(NC(=O)Cn2c(=O)c3c(ncn3Cc3ccccc3)n(Cc3ccccc3)c2=O)c1 | 6 | 2 | -7 | -5 | -17 | -3 | 2 | -11 | -3

Other results follow.
SMILES | EBNA-1 inh | GSTO1 inh | ZTA counter | PREPL inhibitor | LYPLA1 counter | PAFAH2 FP inh | PAFAH1B3 inh | LYPLA2 inh | PAD4 inh
Cc1cc(C)nc(SSc2nc(C)cc(C)n2)n1 | -4 | -4 | 9 | 0 | -3 | 2 | 0 | 0 | -3
CC(C)c1onc(C(=O)N2CCOCC2)c1[N+](=O)[O-] | 12 | 11 | 2 | -3 | -1 | 2 | 5 | -3 | -3
COc1cc(C(=O)OCc2ccc([N+](=O)[O-])cc2)cc(OC)c1OC | 8 | 4 | -12 | 3 | -1 | 3 | 7 | 4 | -2
Cc1cc(CNC(=O)c2cc(-c3ccccc3)nc3ccccc23)nn1C | 4 | 9 | 2 | -10 | 1 | -2 | -4 | -3 | 1
COc1ccc(-c2nnc(-c3cc4c(ccc5ccccc54)oc3=O)o2)cc1 | -14 | 9 | 7 | 19 | -9 | -7 | 3 | -2 | 3
CC1CCCCN1C(C(=O)O)c1ccccc1 (stereo unspecified) | 2 | -4 | -11 | 4 | -4 | 2 | 2 | -4 | -1
Cc1ccccc1N1C(=O)C(Cl)=C(N2CCOCC2)C1=O | -25 | -2 | 0 | 7 | -1 | -2 | 6 | 0 | 2
CCN1CCCC1CN(Cc1cc2c(C)cc(C)cc2[nH]c1=O)C(=O)NC1CCCCC1 (stereo unspecified) | 2 | -5 | -1 | 0 | -5 | 6 | -5 | -5 | -2
Cc1ccc(S(=O)(=O)CCC(=O)Nc2ccc3nc(C)sc3c2)cc1 | -9 | 1 | -13 | 12 | 5 | 3 | 8 | 7 | 1
CCN(CC)CCNC(=O)C1CCN(S(=O)(=O)c2c(C)noc2/C=C/c2ccccc2F)CC1 | 10 | 0 | 12 | 27 | -4 | -4 | 2 | -3 | -1
CS(=O)(=O)N1CCN(c2nc3ccccc3s2)CC1 | 2 | 6 | 18 | -13 | 2 | 6 | 1 | -4 | 0
Cc1ccc(NC(=O)CN2C(=O)S/C(=C/c3ccncc3)C2=O)cc1 | 3 | -17 | -3 | -2 | 2 | 1 | -5 | 8 | -1
Cc1ccc(N(C(C)C(=O)Nc2ccc3c(c2)OCO3)S(C)(=O)=O)cc1 (stereo unspecified) | -6 | 12 | 0 | -8 | -3 | 3 | -1 | -6 | -5
Cc1c(Cl)ccc2c(C(=O)Nc3cc(C(C)(C)C)on3)cc(-c3ccccn3)nc12 | -2 | -2 | 0 | -1 | -3 | -9 | 4 | -3 | -6
CCCCc1cc(=O)oc2cc(C)cc(OCC(=O)N3CCC(C(=O)O)(c4ccccc4)CC3)c12 | 0 | -6 | -12 | 18 | -3 | 2 | -4 | 3 | 0
CN(Cc1ccccc1)c1ccc(C(CC(N)=O)NC(=O)c2ccc(Br)cc2)cc1[N+](=O)[O-] (stereo unspecified) | -2 | -10 | -3 | -11 | -12 | -13 | 4 | 0 | 1
CC(=O)N1c2c(cc(Br)cc2S(=O)(=O)N2CCN(c3ccccc3F)CC2)CC1C (stereo unspecified) | 1 | -1 | -1 | -29 | 2 | 2 | 6 | 8 | -3
COc1ccc2[nH]c(C(=O)O)c(CCNC(C)=O)c2c1 | 16 | 0 | -1 | 17 | 3 | 9 | -3 | 10 | -2
COc1cc(OC)cc(C(=O)NC(C(=O)O)C23CC4CC(CC(C4)C2)C3)c1 (stereo unspecified) | -16 | -2 | 0 | 12 | 3 | 7 | -1 | 1 | -4
Cc1ccccc1/C=N/NC(=O)Cn1cnc([N+](=O)[O-])n1 | -3 | -2 | -6 | 6 | 3 | 2 | 15 | 9 | 0
O=C(COc1ccccc1Cl)Nc1cnn(Cc2ccccc2)c1 | 0 | 8 | -14 | 11 | 4 | 5 | 4 | 3 | -4
CCc1ccc(NC(=O)CN(N=Nc2nonc2C)c2nonc2C)cc1 | 9 | -7 | 13 | -3 | -5 | -11 | 9 | -1 | 2
CCOC(=O)C1=C(O)C(=O)N(c2ccc(S(N)(=O)=O)cc2)C1c1ccccc1 (stereo unspecified) | -13 | -7 | -7 | -5 | 2 | -4 | 2 | 6 | -1
Cc1cc(C(=O)O)oc(=O)c1 | -1 | 2 | -13 | 1 | -1 | 1 | 7 | 2 | 6
CS(=O)(=O)N(CC(=O)N1CCN(Cc2ccc3c(c2)OCO3)CC1)C1CCCCC1 | 5 | 2 | 0 | 11 | -1 | -5 | 9 | -1 | -3

3 structures already listed, ordered by length of the SMILES, smallest number first.
SMILES | EBNA-1 inh | GSTO1 inh | ZTA counter | PREPL inhibitor | LYPLA1 counter | PAFAH2 FP inh | PAFAH1B3 inh | LYPLA2 inh | PAD4 inh
Cc1cc(CNC(=O)c2cc(-c3ccccc3)nc3ccccc23)nn1C | 4 | 9 | 2 | -10 | 1 | -2 | -4 | -3 | 1
Cc1ccc(NC(=O)CN2C(=O)S/C(=C/c3ccncc3)C2=O)cc1 | 3 | -17 | -3 | -2 | 2 | 1 | -5 | 8 | -1
CCN1CCCC1CN(Cc1cc2c(C)cc(C)cc2[nH]c1=O)C(=O)NC1CCCCC1 (stereo unspecified) | 2 | -5 | -1 | 0 | -5 | 6 | -5 | -5 | -2

(next part)
SMILES | EBNA-1 inh | GSTO1 inh | ZTA counter | PREPL inhibitor | LYPLA1 counter | PAFAH2 FP inh | PAFAH1B3 inh | LYPLA2 inh | PAD4 inh
Cc1sc2ncn(C(C)C(=O)OC3CCCCC3)c(=O)c2c1C (stereo unspecified) | 6 | -2 | -1 | 6 | 2 | 0 | 8 | 2 | 1
C=CCCc1ccc(C#N)c(SCc2c(C(=O)OCC)c3cc(OC(C)=O)c(Br)cc3n2C)n1 | 6 | 4 | 3 | 4 | -4 | -11 | 0 | -10 | 0
O=C(NCC(c1cccs1)N1CCOCC1)C1CCN(S(=O)(=O)c2ccccc2C(F)(F)F)CC1 (stereo unspecified) | 3 | 0 | -4 | 3 | 1 | -2 | -3 | 2 | -2
O=c1c2ccccc2nc(SCc2cn3ccsc3n2)n1-c1ccccc1 | 2 | -7 | 6 | 34 | -1 | -2 | 6 | 5 | 0
CC(C)Oc1ccc(CN2CCCC(CO)(Cc3ccccc3)C2)cc1CO (stereo unspecified) | -1 | -1 | -16 | 18 | -1 | -8 | 7 | 1 | 1
Cc1ccc(-c2[nH]ncc2C(=O)c2ccccc2C)c(O)c1 | -4 | 1 | -13 | -4 | -3 | 5 | 9 | 1 | 3
CCCCN(CC)S(=O)(=O)c1ccc(C(=O)Nc2nnc(-c3cccs3)o2)cc1 | -1 | -24 | 18 | 9 | -1 | . | . | 6 | -3
O=[N+]([O-])c1ccc(CSc2ncnc3ccccc23)cc1 | -1 | 0 | 16 | 27 | 1 | 2 | 0 | 19 | 3
COc1ccc(C)cc1S(=O)(=O)N(CC(=O)O)c1ccccc1 | -4 | 6 | 9 | 2 | 1 | 3 | 2 | 5 | 0
Cc1ccc2nc(NC(=O)CN(C)S(=O)(=O)c3cccc4nsnc34)sc2c1 | -11 | -8 | -4 | -11 | -8 | -10 | -2 | -13 | -3
COc1ccc(C(=O)N/N=C/c2ccc(OC)c(CN3CCN(c4ccc(F)cc4)CC3)c2)cc1 | -1 | -1 | 3 | -2 | 2 | -1 | 1 | 2 | -2
FC(F)(F)c1cnc(COc2cc(Cl)cc(Cl)c2)c(Cl)c1 | -10 | 5 | -10 | 8 | 2 | -4 | 2 | 4 | -4
COc1ccc(N2CCN(C3CCCN(S(=O)(=O)c4ccccc4)C3)CC2)cc1 (stereo unspecified) | 2 | 6 | 2 | 4 | -1 | 18 | -1 | -7 | 0
Cc1cc(C(=O)N2CCN(C(c3ccccc3)c3ccccc3)CC2)on1 | 1 | 1 | -2 | 1 | -3 | 0 | 4 | -5 | -3
Cc1ccc(C)c2c1cc(C)c1nnc(SCC(=O)N3CCCc4ccccc43)n12 | -12 | -3 | 4 | 11 | 3 | 2 | 7 | 5 | 0

Only part of the results is shown (hit frequency here may not be typical).
